Giardia killer – kills Giardia lamblia | Giardia lamblia trophozoite viability | activity change, % at 7.66 µM, hits read low | AID 540267 | 0.15% of 340,000 active; in the data active = activity change below about -80%; inconclusive = between about -30% and that limit;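 also: parasites exposed to compound for two days anaerobically before the ATP read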
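Luminescent ATP signal served as the viability read-out, measured 15-30 min after adding ATP detection reagent to trophozoites that had been incubated with compounds for 48 hrs at 37 deg C anaerobically at 100 cells/well.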
uPA surface inh – cell surface uPA generation inhibition; Potency, µM (highest dose often 38.3 µM), for the others: top-dose activity change, negative = inhibition, usual class: inhibitors; 0.31% of 330,000 active; cell surface uPA generation assay, qHTS; active = well fitted inhibition curve with a large enough effect; inconclusive = small, poorly fitted or top-dose-only effect; inactive = no such curve, though single readings can be large or run the other way; tested in mouse RAW 264.7 cells; also: potency is read from the fitted curve at half-maximal effect; nearly all actives have a fitted effect of over 55% in size
* marks the source's active call; other numbers are inactive results; ? = inconclusive. % is scaled to controls: 0 for no effect and ±100 for the full control effect. A portion of the library; count on the stated rates, not on these rows.

SMILES | Giardia killer | uPA surface inh
C#CCOCCOCCOCCNc1nc(N2CCN(C(=O)[C@H](C(C)C)n3cc(CCO)nn3)CC2)nc(N2CCN(C(=O)[C@H](Cc3ccc(O)cc3)n3cc(CCO)nn3)CC2)n1 | -2 | 19%
COc1ccccc1-c1cccc([C@@H]2C[C@H]3[C@H](CON3C)CN2Cc2ccccc2)c1 | 12 | 7%
CCC(CC)n1c(C)cc(=O)n1C(CC)CC | -6 | 3%
COc1cccc(OCCOc2ccccc2[N+](=O)[O-])c1 | -15 | 2%
COc1cc(C2C3=C(COC3=O)Oc3cc4c(cc32)OCO4)ccc1OC(C)=O (centres undefined) | -2 | -10%
CC(C1=C(CCN(C)C)Cc2ccccc21)c1ccccn1 (centres undefined) | 4 | 5%
COc1ccccc1CN1C(=O)[C@@H]2Cc3c([nH]c4ccccc34)C(C)(C)N2C1=O | 26 | -3%
O=C(Cc1ccc([N+](=O)[O-])cc1)c1ccccc1 | -6 | 1%
Cc1nc(N)c2c(Cc3cccc4ccccc34)nn(C(C)(C)C)c2n1 | 12 | 14%
COC1(OC)C=CC(=O)C=C1NC(=O)c1ccccc1OC(C)=O | -19 | -13%
COc1ccc(/C=C2/CCCC(CN(C)C)C2=O)cc1 (centres undefined) | 3 | 0%
CCOC(=O)c1cc(N2CCCCC2)nc2ccccc12 | -20 | 3%
O=C(O)c1ccc(-c2noc(-c3ccccc3Cl)n2)cc1 | 6 | -27%
N#CC1(Nc2ccc(-c3ccc(NC4(C#N)CCCC4)cc3)cc2)CCCC1 | -6 | -2%
O=P(NCc1ccccc1)(OCc1ccccc1)OCc1ccccc1 | 16 | 6%
Clc1ccc(-n2nnc(-c3ncc[nH]3)n2)cc1Cl | -3 | -10%
O=C(C(=Cc1ccccc1)CN1CCCCC1)c1ccccc1 | -14 | -6%
CC(=O)OCC1OC(n2c(-c3ccc(Cl)cc3)ccc(C#N)c2=S)C(OC(C)=O)C(OC(C)=O)C1OC(C)=O (centres undefined) | -5 | 9%
CC1(C)c2[nH]c3ccccc3c2C[C@@H]2C(=O)N(Cc3ccccc3)C(=O)N21 | 1 | 1%
COc1nc(-c2ccc3c(c2)OCO3)n(-c2ccc(NC(=O)CSc3ccccc3)cc2)n1 | -6 | -6%
Nc1ccc(N=Nc2ccc(O)cc2)c(N)n1 | -15 | -7%
CN(Cc1ccccc1)C(=O)c1cccc(NC(=O)Cc2ccc(NC(=O)C3CCN(C(=O)C4CCC4)CC3)cc2)c1 | -4 | 5%
COc1cc(-c2cc(=O)c3c(C)cc(O)cc3o2)cc(OC)c1OC | 5 | -3%
CC1CN(c2ccccn2)C(C)CN1C(=S)Nc1ccccc1 (centres undefined) | -8 | 0%
CC(=O)OCC1OC(n2c(S)c(C#N)c(-c3ccccc3)c(C#N)c2=O)C(OC(C)=O)C(OC(C)=O)C1OC(C)=O (centres undefined) | 3 | -4%
Clc1ccc(N(CC2CO2)CC2CO2)cc1 (centres undefined) | -1 | -10%
COc1ccccc1C=NN=Cc1ccccc1O | -1 | 8%
CC(=O)Nc1cccc(OCCCOc2cccc([N+](=O)[O-])c2)c1 | -7 | -2%
O=C1NC(O)(c2ccccc2)Oc2ccccc21 (centres undefined) | ? | -19%
CCN(CC)CCn1c2ccccc2c(=O)c2c(O)ccc(O)c21 | 24 | 4%
O=C(O)/C=C/C(=O)Nc1cccc2c1-c1ccccc1C2=O | 1 | 2%
O=C(NCCCCc1ccccc1)c1cccc(NC(=O)C2CCCC2)c1 | -6 | -1%
c1ccc(Nc2nc(N3CCCC3)nc(N3CCOCC3)n2)cc1 | -12 | 13%
CCOc1cc(C=NN=C2c3ccccc3-c3ccccc32)ccc1O | -7 | 7%
CCOC(=O)Nc1ccc2c(c1)C(=NO)c1ccccc1-2 | -2 | -9%
COc1ccc(C(=O)COc2ccc(C(C)=O)cc2OC)cc1OC | 5 | -3%

Reprinted at random: 6 entries already listed
SMILES | Giardia killer | uPA surface inh
O=C(O)/C=C/C(=O)Nc1cccc2c1-c1ccccc1C2=O | 1 | 2%
COc1ccccc1C=NN=Cc1ccccc1O | -1 | 8%
COc1ccc(C(=O)COc2ccc(C(C)=O)cc2OC)cc1OC | 5 | -3%
O=C1NC(O)(c2ccccc2)Oc2ccccc21 (centres undefined) | ? | -19%
c1ccc(Nc2nc(N3CCCC3)nc(N3CCOCC3)n2)cc1 | -12 | 13%
Clc1ccc(N(CC2CO2)CC2CO2)cc1 (centres undefined) | -1 | -10%

Returning to the listing, starting two compounds before the break.
SMILES | Giardia killer | uPA surface inh
CCOC(=O)Nc1ccc2c(c1)C(=NO)c1ccccc1-2 | -2 | -9%
COc1ccc(C(=O)COc2ccc(C(C)=O)cc2OC)cc1OC | 5 | -3%
COc1ccc(OC)c(NC(=O)c2ccccc2OC(C)=O)c1 | 27 | -12%
Cc1nc(Nc2ccc(Br)cc2Br)c([N+](=O)[O-])c(=O)[nH]1 | 12 | 2%
COc1ccc2c(c1)C(C)(CCN)C(=O)N2C (centres undefined) | ? | 14%
c1c[nH]c(CN2CCN(Cc3ncc[nH]3)CC2)n1 | 17 | 8%
Nc1c(Cl)cc(-c2csc(N3CCCC3c3nc4cc(Cl)c(Cl)cc4n3CCCO)n2)cc1Cl (centres undefined) | -3 | 21%
CC(C)OC(=O)c1ccc(NCc2cc(O)ccc2O)cc1 | -9 | 0%
Nc1cc2c(cc1Br)-c1c(C(=O)O)cccc1C2O (centres undefined) | 10 | 7%
O=C(Nc1ccc2c(c1)[nH]c(=O)c1ccccc12)C(F)(F)F | 4 | -3%
CCOC(=O)C(C#N)=CN1CCN(C(=O)CCCl)c2ccccc21 | 3 | -6%
COC(=O)C1C2CC(=O)C(C2)C1C(=O)OC (centres undefined) | -2 | 9%
COc1ccc(/C=C2/CCC(CN3CCOCC3)C2=O)cc1 (centres undefined) | -13 | -11%
COc1ccc(C(=O)c2c(-c3ccc(OC)cc3)oc3ccc(-c4cc(OC)c(OC)c(OC)c4)cc23)cc1 | 23 | 14%

Compound profiles (already shown). Order of screens: Giardia killer	uPA surface inh
Record of `Cc1nc(Nc2ccc(Br)cc2Br)c([N+](=O)[O-])c(=O)[nH]1` → 12	2%
Record of `O=C(Nc1ccc2c(c1)[nH]c(=O)c1ccccc12)C(F)(F)F` → 4	-3%
Record of `COc1ccc(C(=O)c2c(-c3ccc(OC)cc3)oc3ccc(-c4cc(OC)c(OC)c(OC)c4)cc23)cc1` → 23	14%
Record of `COC(=O)C1C2CC(=O)C(C2)C1C(=O)OC` (centres undefined) → -2	9%
Record of `Nc1c(Cl)cc(-c2csc(N3CCCC3c3nc4cc(Cl)c(Cl)cc4n3CCCO)n2)cc1Cl` (centres undefined) → -3	21%

(cont.)
SMILES | Giardia killer | uPA surface inh
O=C(O)c1cc2cc(S(=O)(=O)O)ccc2cc1O | -19 | 2%
CSc1nc2c(c(-c3ccccc3)c1C#N)CCC2 | 6 | -2%
COc1ccccc1CNC(=O)c1cc(-c2ccccc2)nn1CC1CC(c2cccc([N+](=O)[O-])c2)=NO1 (centres undefined) | -22 | 24%
Cc1nc(-c2ccc(Cl)cc2)sc1C1(C)CC(c2ccccc2)=NO1 (centres undefined) | 6 | -1%
CCCCOc1ccc(Cl)cc1Nc1nc(NCCO)nc(N2CCCC2)n1 | -6 | 3%
O=C(NCc1ccccc1)C1=C[C@@H](c2ccc3c(c2)OCO3)C[C@@H](OCc2ccc(CO)cc2)O1 | -5 | -8%
CCOC(=O)N1C2c3ccccc3C(c3ccccc32)N1C(=O)OCC | -6 | 4%
O=C(CCCCC(=O)OCC1COCO1)OCC1COCO1 (centres undefined) | 9 | 8%
N#CCCN1CCN(CCC#N)C1=S | 10 | 3%
Fc1ccc(CCNc2ncnc3[nH]ncc23)cc1 | -11 | -7%
COc1ccc(-c2noc3c2-c2nc(-c4ccc(C)cc4)sc2CC3)cc1 | 0 | 9%
CC1(C)C2CCC1(C)C(SC(=N)N)C2 (centres undefined) | 4 | -1%

2 of the compounds above, with each value named:
> CSc1nc2c(c(-c3ccccc3)c1C#N)CCC2
- Giardia killer = 6
- uPA surface inh = -2%
> O=C(CCCCC(=O)OCC1COCO1)OCC1COCO1 (centres undefined)
- Giardia killer = 9
- uPA surface inh = 8%

The list continues:
SMILES | Giardia killer | uPA surface inh
COc1ccc(Nc2nc(N3CCCC3)nc(N3CCOCC3)n2)cc1 | -13 | 9%
CN(C)CCNC(=O)c1cccc2[nH]c(-c3ccncc3)nc12 | 18 | -11%
CC(C)c1cn(C2OC(COC(=O)c3ccccc3)C(OC(=O)c3ccccc3)C2OC(=O)c2ccccc2)c(=O)[nH]c1=O (centres undefined) | -1 | 15%
COc1ccc(-c2cc(-c3ccccc3)nc(N)n2)c(O)c1 | -5 | -11%
O=C(Cc1ccccc1[N+](=O)[O-])NCC(=O)c1ccc2c(c1)OCO2 | -16 | 7%
COC(=O)C1CCC(=O)N1C(c1ccc(OC)cc1)c1cc(OC)c(OC)c(OC)c1 (centres undefined) | -24 | -8%
O=[N+]([O-])c1ccc(Cl)cc1C=NNc1ccccn1 | 9 | 10%
O=C(OCc1ccccc1)N1CCC2CC1c1cc(-c3ccccc3)ccc12 (centres undefined) | -8 | 0%
CC(C)(C)NCCC(O)c1cc(C(F)(F)F)nc2c(C(F)(F)F)cccc12 (centres undefined) | 1 | -6%
Cc1ccc(Cn2c(C3CCCN3c3nc(-c4ccc(F)cc4)cs3)nc3cc(C(F)(F)F)ccc32)cc1 (centres undefined) | -11 | -15%
O=[N+]([O-])c1ccc2c(c1)-c1ccccc1C2=NO | -4 | 4%
CN1CCN(CC(=O)N2c3ccc(S(=O)(=O)NCCNC(=O)OC(C)(C)C)cc3C(=O)Nc3cccnc32)CC1 | -16 | 8%
CCC1(O)C(=O)OCc2c1cc1n(c2=O)Cc2cc3c(N)cccc3nc2-1 (centres undefined) | 12 | -11%
CC1(c2nnc(-c3cccc(Cl)c3)o2)CC(c2ccc(Br)cc2)=NO1 (centres undefined) | -8 | 6%
CCC[C@H]1CC(=O)C=C(c2ccsc2)ON1C(=O)OC(C)(C)C | 13 | -5%
Clc1ccc2c(SCC3CO3)c3ccccc3nc2c1 (centres undefined) | -11 | -5%
COc1cc2sc3ccc(-c4ccc(N(C)C)nc4)cc3c(=O)c2cc1OC | -26 | ?
Cc1cc(Nc2cc(Cl)nc(Sc3ccc(NC(=O)C4CC4)cc3)n2)n[nH]1 | 16 | ?
CNc1ccc(N=Nc2cccc3ncccc23)cc1 | -6 | -21%
COc1cccc(-c2nc(SC)nc3sc(C(=O)NC(C)(C)C)c(N)c23)c1 | 4 | 11%
COC(=O)C(CCC(C(=O)OC)N1C(=O)c2ccccc2C1=O)N1C(=O)c2ccccc2C1=O (centres undefined) | -6 | 0%
O=C(O)c1ccc(-c2noc(-c3cccc(C(F)(F)F)c3)n2)cc1 | 5 | 17%
CCN(CC)CCCNc1nc2ccccc2c2[nH]c3ccc(OC)cc3c12 | -84* | -9%
OCCNc1nc(Nc2ccccc2C(F)(F)F)nc(N2CCCC2)n1 | 11 | 0%
